AmpC inh det: AmpC beta-lactamase inhibition, detergent assay; purified AmpC, nitrocefin hydrolysis with detergent; Potency, µM (titrated, usually from 28.7 µM), inactives show at the top dose activity change, negative = inhibition; 71,000 compounds, 0.09% hits; AID 584; active = well fitted curve in the direction sought with a large enough effect
Target sequence (P00811 whole entry, looked up): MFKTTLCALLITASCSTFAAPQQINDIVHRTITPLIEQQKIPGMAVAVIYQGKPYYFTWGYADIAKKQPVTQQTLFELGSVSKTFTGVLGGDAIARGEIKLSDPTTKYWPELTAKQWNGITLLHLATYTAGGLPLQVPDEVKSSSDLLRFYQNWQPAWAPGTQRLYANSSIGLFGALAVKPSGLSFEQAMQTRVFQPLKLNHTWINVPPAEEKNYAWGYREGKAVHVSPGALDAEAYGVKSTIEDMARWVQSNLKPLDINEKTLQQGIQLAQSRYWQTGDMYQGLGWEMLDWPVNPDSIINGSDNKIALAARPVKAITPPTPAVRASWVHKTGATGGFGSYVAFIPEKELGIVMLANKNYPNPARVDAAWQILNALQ
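E. coli AmpC (5.3 nM) in 20 mM phosphate pH 7.0 with 0.01% Triton X-100, preincubated 15 min RT with compound; nitrocefin (2 uL of 800 uM stock) hydrolysis followed by 480 nm absorbance every 20 s over 4 min.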
* hit, by the source's call; [ ] = another dose, or the depositor's remark. % is set by controls: 0 for no effect and ±100 for the full control effect; potency is the fitted concentration of half-maximal effect. Only part of the results is shown; count on the stated rates, not on these rows.

compound | AmpC inh det
CC1=C(C(=O)N2CCOCC2)C(c2ccccc2F)C2=C(CCCC2=O)N1 (configuration not stated) | -3%
COCCN(Cc1cc2cc3c(cc2n2nnnc12)OCO3)C(=O)c1ccccc1F | 13%
COC(=O)c1ccc(C(NC(=O)OCc2ccccc2)/C(C)=C/[C@@H](C)C(=O)NCc2cccnc2)cc1 (some centres not stated) | 13%
O=C(NC1=NCCS1)c1ccncc1 | 0%
O=C1NCCCC1C(=O)NCCNC(=O)C(F)(F)F (configuration not stated) | -3%
FC(F)(F)c1ccc2c(c1)ncn2C1CCN(Cc2nnnn2C2CCCCC2)CC1 | -8%
Cn1c(=O)c2c(nc(N3CCCCCC3)n2CC(=O)c2ccc(Br)cc2)n(C)c1=O | -3%
O=C(O)c1ccc(CS(=O)c2cccc(C(F)(F)F)c2)o1 (configuration not stated) | 15%

By substructure: the entries above containing a CF3 group
compound | AmpC inh det
O=C1NCCCC1C(=O)NCCNC(=O)C(F)(F)F (configuration not stated) | -3%
FC(F)(F)c1ccc2c(c1)ncn2C1CCN(Cc2nnnn2C2CCCCC2)CC1 | -8%
O=C(O)c1ccc(CS(=O)c2cccc(C(F)(F)F)c2)o1 (configuration not stated) | 15%

(cont.)
compound | AmpC inh det
COc1ccc(NC(=O)C2CCCN(S(=O)(=O)c3ccc(C)cc3)C2)cc1OC (configuration not stated) | -2%
c1ccc(N=P(c2nc3ccccc3o2)(N2CCOCC2)N2CCOCC2)cc1 | -1%
Cc1ccc(N(C)C(=O)N2CCN(c3ccccn3)CC2)cc1 | 7%
COc1cc(NC(=O)CN2C(=O)c3ccccc3C2=O)c(C(=O)O)cc1OC | 5%
COc1ccc(N2C(=O)C3CCCN3C2c2cc(OC)c(OC)c(OC)c2)cc1 (configuration not stated) | 7%
CC1=C(C(=O)OCC2CCCO2)C(c2ccncc2)C2=C(CC(C)(C)CC2=O)N1 (configuration not stated) | -2%
CCOC(=O)Nc1ccc(C(N)=O)cc1 | -2%
N#Cc1nc(COc2ccccc2)oc1N1CCCCC1 | 13%
CCN(CC)CCNC(=O)c1cn(C)c2ccc(S(=O)(=O)N(C)C3CCCCC3)cc2c1=O | 12%
COc1ccc(CN(C(=O)Cn2nnc3ccccc32)C(C(=O)NC(C)(C)C)c2ccco2)cc1 (configuration not stated) | -4%
O=c1c2ccccc2c(C=NCCCN2CCOCC2)c(O)n1Cc1ccccc1 | 10%
CCCN1C(=O)C(NS(=O)(=O)c2ccc(N)cc2)(C(F)(F)F)C(C(=O)OC)=C1C (configuration not stated) | -3%
CN1CCc2c(sc(/N=C/c3ccco3)c2C(N)=O)C1 | -1%
CCOc1ccc(C(C)NC(=O)CCC(=O)O)cc1 (configuration not stated) | 7%
Cn1c(Cc2cccs2)nnc1SCC(=O)N1CCc2ccccc21 | -3%
COc1cccc2cc(C(=O)N3CCN(c4ccccc4F)CC3)c(=O)oc12 | 1%
Cc1cc(NS(=O)(=O)c2ccc(C3CCCCC3)cc2)no1 | -3%
S=c1nc[nH]c2c1ncn2Cc1ccco1 | -1%[5.75 µM]
O=C(c1cccc(S(=O)(=O)N2CCOCC2)c1)N1CCOCC1 | 8%
CC(C)(C)c1ccc(-c2nnc(SCCC#N)n2C2CCCC2)cc1 | 7%
CC(C)Cc1cc(C(=O)NCCN2CCOCC2)no1 | 12%
O=C(Nc1ccccc1Cl)c1cccs1 | 3%
Cc1ccc(S(=O)(=O)N2CCCC2C(=O)Nc2cc(C)on2)cc1 (configuration not stated) | 14%
Cc1ccc(-c2nnn(CC(=O)Nc3cccc4cccnc34)n2)o1 | -11%
Cc1nc2oc(C(=O)c3ccccc3)c(N)c2c2c1COC(C)(C)C2 | -5%
CCOC(=O)C1CCN(Cc2c(O)ccc3ccccc23)CC1 | -5%
CCC(c1nnnn1CCOC)N(Cc1ccc(C)cc1)Cc1cc2cc(OC)ccc2[nH]c1=O (configuration not stated) | 4%
CN(C)S(=O)(=O)N1CCN(c2cccc(Cl)c2)CC1 | 10%
CCOCCCn1c(C)nc2c(c1=O)c1nc3ccccc3nc1n2-c1ccc(C)cc1 | 12%
CC(=O)C=NCC(=O)O | -5%[5.75 µM]
COc1cccc(C2C(C#N)=C(N)Oc3c2oc(CO)cc3=O)c1OC (configuration not stated) | -1%
COc1cc(OC)cc(C(=O)NCC(=O)N2CCC(C)CC2)c1 | -5%
Cc1onc(-c2ccccc2)c1C(=O)OCC(=O)c1ccccc1 | -8%
Cc1c(NC(=O)c2ccc(CN3CCc4ccccc4C3)cc2)c(=O)n(-c2ccccc2)n1C | 0%
CC(C)CC(C(=O)Nc1oc(-c2ccco2)c(-c2ccco2)c1C#N)N1C(=O)c2ccccc2C1=O (configuration not stated) | 18%
CCn1c(SCC(=O)Nc2ccccc2C(=O)OC)nnc1-c1ccoc1C | -2%
O=C(Nc1ccc(Cl)cc1)N1CCCC1 | 0%
COc1ccc(OC)c(S(=O)(=O)NCCc2ccccc2)c1 | 2%
CCCn1c(CNc2ccc(Br)cc2)nc2ccccc21 | 14%
COc1ccc2c(=O)c3c(=O)n(Cc4ccco4)c(C4CCCCC4)nc3oc2c1 | -4%

A few values from the entries so far.
Cc1c(NC(=O)c2ccc(CN3CCc4ccccc4C3)cc2)c(=O)n(-c2ccccc2)n1C in AmpC inh det = 0%
CC(C)CC(C(=O)Nc1oc(-c2ccco2)c(-c2ccco2)c1C#N)N1C(=O)c2ccccc2C1=O (configuration not stated) in AmpC inh det = 18%

(more compounds)
compound | AmpC inh det
Cc1ccc2[nH]c(=S)cc(C)c2c1 | 13%
O=P(O)(O)C#Cc1ccccc1 | 3%
Cc1oc2cc(O)ccc2c(=O)c1Oc1ccccc1Br | 9%
CN(C)c1ccc2c(c1)N=C(c1ccco1)OP2(=S)N1CCOCC1 (configuration not stated) | -3%
COc1cc(C(Nc2ccc3c(c2)OCO3)C(=O)NC2CCCCC2)cc(OC)c1OC (configuration not stated) | -4%
CC(C)n1c(SCc2cc(=O)[nH]c3ccccc23)nc2c1c(=O)n(C)c(=O)n2C | -4%
COC(=O)C1C(=O)NC(SC)=C(C#N)C1c1ccccc1F (configuration not stated) | -2%
Cc1ccccc1N1CCN(Cc2c(C#N)c3ccccc3n2C)CC1 | -7%
COc1ccc(C2N(c3cc(C)on3)C(=O)C3CCCN32)cc1OC (configuration not stated) | -2%
CCOC(=O)C(NC(=O)c1ccccc1)(Nc1cc(C)on1)C(F)(F)F (configuration not stated) | 8%
C=CCOC(=O)C1=C(C)OC(N)=C(C#N)C1c1c(C)nn(-c2ccccc2)c1Cl (configuration not stated) | -2%
O=C(c1ccc(CS(=O)(=O)Cc2ccc(Cl)cc2)o1)N1CCCC1 | -3%
NC(=O)COC(=O)CNC(=O)c1ccc(Cl)cc1 | -4%
CCN1CCCC1CNC(=O)c1cn(C)c2ccc(S(=O)(=O)N3CCCCCC3)cc2c1=O (configuration not stated) | 0%
CCCSc1nnc2nc3c(nn12)c1ccccc1n3C | 12%
CSC1=NCCN1C(=O)c1ccco1 | 9%
CCOC(=O)c1ccc(CNS(=O)(=O)c2c(C)ccc3nsnc23)o1 | -4%
C[C@]12CC[C@H](O)C[C@@H]1CC[C@H]1[C@H]2CC[C@]2(C)C(=O)CC[C@@H]12 | -3%[12.8 µM]
Cc1oc2c(CN(C)C)c(O)ccc2c(=O)c1-c1cscn1 | -1%
Cc1ccc(C(=O)CCNc2cccc(Br)c2)o1 | -2%
CCN1CCN(C(=O)c2ccc3c(c2)N(Cc2ccc(F)cc2)C(=O)c2ccccc2S3=O)CC1 (configuration not stated) | 5%
COc1ccc(C)cc1NC(=O)C1C2C=CC(C2)C1C(=O)O (configuration not stated) | -5%
CCN(CC)CCCCn1c(-c2ccccc2)nc2c(N(CCOC)CCOC)nc(C)nc21 | 14%
COc1ccc(CN(CCN2CCOCC2)C(=O)c2c(F)cccc2F)cc1OC | 0%
N[C@@H](CSCc1ccccc1)C(=O)O | -3%[5.75 µM]
Cc1ccc(-c2nc3ncccc3o2)cc1NC(=O)c1cc2ccccc2o1 | -2%
COc1cccc(Nc2nc(-c3sc(N)nc3C)cs2)c1 | -3%
Cc1nnc(SCCn2c(N3CCCCCC3)nc3c2c(=O)[nH]c(=O)n3C)s1 | 14%
Cc1cc(Cc2cc(C)c(N)cc2N)c(N)cc1N | -5%[5.75 µM]
Cc1ccc(CN2C(=O)CCC2C(=O)NCCN2CCN(c3cccc(Cl)c3)CC2)cc1 (configuration not stated) | -4%
COc1ccccc1Nc1ncc(C(C)=O)c(C)n1 | -6%
COc1cc(C2NC(=O)NC(c3ccccc3)=C2C(C)=O)ccc1OCC(=O)O (configuration not stated) | -3%

A different layout for 4 compounds above:
Cc1cc(Cc2cc(C)c(N)cc2N)c(N)cc1N
  AmpC inh det: -5%[5.75 µM]
Cc1ccc(CN2C(=O)CCC2C(=O)NCCN2CCN(c3cccc(Cl)c3)CC2)cc1 (configuration not stated)
  AmpC inh det: -4%
COc1ccccc1Nc1ncc(C(C)=O)c(C)n1
  AmpC inh det: -6%
COc1cc(C2NC(=O)NC(c3ccccc3)=C2C(C)=O)ccc1OCC(=O)O (configuration not stated)
  AmpC inh det: -3%

Next part:
compound | AmpC inh det
O=C(c1ccco1)N1CCN(C(=O)C2c3ccccc3Oc3ccccc32)CC1 | -6%
CCN1C(=O)NC(c2cccnc2)C(C(=O)OC)=C1C (configuration not stated) | 7%
CCn1cc(C(=O)OCC(=O)NCc2ccc3c(c2)OCO3)c(=O)c2ccc(C)nc21 | -4%
COCc1nnc(NC(=O)CCCOc2ccccc2OC)s1 | 2%
COc1ccc(C(=O)SC2=NCCS2)cc1OC | 0%
O=c1[nH]c(CN2CCN(Cc3ccc4c(c3)OCO4)CC2)nc2sc3c(c12)CCC3 | -2%
CC1CC(=O)C2=C(C1)Nc1ccccc1N(C(=O)COc1ccccc1)C2c1ccco1 (configuration not stated) | -2%
Cc1cc(Nc2ccc3c(c2)OCCO3)n2ncnc2n1 | -1%
O=C(Nc1nc(-c2ccccc2)cs1)C1CCCO1 (configuration not stated) | -1%
Cn1c(SCC(=O)NCc2cccs2)nnc1-c1ccco1 | 17%
COc1ccc(C2/C(=C(/O)c3ccc(F)cc3)C(=O)C(=O)N2CCCN(C)C)cc1 (configuration not stated) | 13%
O=C(NC1CCCCC1)NC1(C(=O)NCCCN2CCOCC2)CCCCC1 | 12%
COc1cc2oc(=O)c(Br)c(C)c2c(OC)c1OC | 2%
COc1ccccc1N1CC(O)=C(c2nc3ccccc3s2)C1=N | -5%
N#Cc1c(N)n(CCCN2CCOCC2)c2nc3ccccc3nc12 | -1%
Cc1cc(C)nc(SCc2ccc3nonc3c2)n1 | 13%
CC(C)=CCC/C(C)=C/CC/C(C)=C/CSc1ccccc1C(=O)O | -5%
O=S(=O)(c1ccc2nc(-c3ccco3)c(-c3ccco3)nc2c1)N1CCOCC1 | 0%
O=c1[nH]c2cc3c(cc2cc1CN(Cc1nnnn1CC1CCCO1)C1CCCC1)OCO3 (configuration not stated) | 6%
N[C@@H](CO)C(=O)NNCc1ccc(O)c(O)c1O | -4%[12.8 µM]
CCCC(=O)C1=C(O)C(C(=O)OC)C(C)(C)CC1=N (configuration not stated) | -1%
C=CCOC(=O)CCC(=O)Nc1cc(OC)nc(OC)n1 | 15%
CCC(C)NC(=O)CSC1=Nc2ccccc2C2=NC(CC(=O)NCc3ccccc3)C(=O)N12 (configuration not stated) | -3%
COc1ccc(-c2[nH]nc3c2C(c2ccc(OC(=O)N4CCOCC4)cc2)C(C#N)=C(N)O3)cc1 (configuration not stated) | -2%
CCn1c(Cc2ccccc2)nnc1SCC(=O)Nc1nnc(-c2ccccc2)s1 | -5%
O=C1c2c(O)ccc([N+](=O)[O-])c2C(=O)c2c([N+](=O)[O-])ccc(O)c21 | 4%
Cc1nnc(NC(=O)CSc2nnc(CNC(=O)c3ccccc3)n2-c2ccccc2)s1 | 10%
CCC(CC)C(=O)NCCc1ccc(S(N)(=O)=O)cc1 | -4%
CCC(Sc1ccc(C(=O)O)cc1)C(=O)O (configuration not stated) | -4%
CCCC(=O)Nc1ccc(OC[C@@H](O)CNC(C)C)c(C(C)=O)c1 | 1%[12.8 µM]
CCC(C)NC(=O)CC(c1ccc(OC)cc1)n1cccc1 (configuration not stated) | -3%
CCCC(=O)Nc1cc(C)c2c(=O)oc3ccccc3c2n1 | 10%
CCC[N+](=O)[O-] | 10%
Cc1noc(NS(=O)(=O)c2ccc(NC(=O)CSc3nc4c(cc3C#N)CCCC4)cc2)c1C | 14%
Cc1cc(C)c2[nH]c(=O)c(CN(C(=O)C3CCCO3)C3CCCC3)cc2c1 (configuration not stated) | 14%
O=C1NC(c2ccccc2)C(C(=O)c2cccs2)=C1O (configuration not stated) | -1%
Cc1ccccc1-c1nnc(SCc2ccc(F)cc2)o1 | -1%
CCOc1cc(CNCC2CCCO2)cc(Br)c1OCC(N)=O (configuration not stated) | 0%
O=C(c1ccccc1)N1CCN(c2ccc(NCc3ccc4c(c3)OCO4)cc2)CC1 | 14%
O=c1oc2ccccc2n1Cn1c(=O)oc2ccccc21 | 16%
Cc1ccc(C)c(Cn2c(=O)n(CCCC(=O)NCc3ccco3)c(=O)c3ccccc32)c1 | 10%
O=C(NCCc1ccccc1)c1noc2c1CCc1ccccc1-2 | -5%
CCC(=O)Nc1ccc(-c2nn3c(C)nnc3s2)cc1 | -4%
CCCCCCn1c(N)c(C(=O)NCCN2CCOCC2)c2nc3ccccc3nc21 | 8%

Assay outcomes as filed in PubChem.
